Insulin prom inh: inhibitors of insulin promoter-driven GFP, primary screen, imaging, TRM-6 cells (human fetal islet line), eGFP reporter, cell count; reporter expression induced with tamoxifen; inhibition, % at 2 µM; hit rate 0.9% among 130,000; AID 1273, 2008;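 active = inhibition above the mean plus 3 SD, with well images judged a real hit on visual review, cut at about 60% in these data, passing the limit was not always enough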
SDO1 yeast rescue: growth rescue of sdo1-depleted yeast, primary screen, S. cerevisiae, bone marrow failure model; S. cerevisiae sdo1-depleted JHY4D growth rescue, OD600 30 h; active compounds read high; pdr5 snq2 efflux-pump mutant strain; z-score at 10 µM; hit rate 0.21% among 140,000; AID 817, 2007;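 active = z-score above 3 at both the 24 hr and the 30 hr optical density reads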;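 also: z-score against mean and SD of all compound wells on the same plate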
SDO1 yeast rescue Rescue 24 h: also measured in SDO1 yeast rescue; calls as there; z-score; S. cerevisiae sdo1-depleted JHY4D growth rescue, OD600; measured here: growth rescue at 24 h;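 0 is the plate mean of compound wells and units are plate SD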
An asterisk follows results filed as active; . = not tested or not shown. This is a subset; count on the stated rates, not on these rows.

The first 2 records, to show the layout:
SMILES	Insulin prom inh	SDO1 yeast rescue	SDO1 yeast rescue Rescue 24 h
CN(C(=O)COC(=O)c1cc(-c2ccccc2Cl)nc2ccccc12)C1CCS(=O)(=O)C1 (configuration not stated)	33	1.5	1.2
Cc1ccc(S(=O)(=O)Nc2ccccc2-c2ccccc2NS(=O)(=O)c2ccc(C)cc2)cc1	-10	-1.5	-0.51

The listing, repeating the preview:
SMILES	Insulin prom inh	SDO1 yeast rescue	SDO1 yeast rescue Rescue 24 h
CN(C(=O)COC(=O)c1cc(-c2ccccc2Cl)nc2ccccc12)C1CCS(=O)(=O)C1 (configuration not stated)	33	1.5	1.2
Cc1ccc(S(=O)(=O)Nc2ccccc2-c2ccccc2NS(=O)(=O)c2ccc(C)cc2)cc1	-10	-1.5	-0.51
COc1ccc(CN(C(=O)c2ccco2)c2ccc(C)c(C)c2)cc1	-26	.	.
COC(=O)CNC(c1ccccc1)c1cc(Br)ccc1NC(=O)CNC(=O)OCc1ccccc1 (configuration not stated)	14	-1.4	-1.8
O=C(COC(=O)CCC(=O)c1ccc(F)cc1)Nc1ccc(N2CCOCC2)cc1	.	0.15	-0.04
CC(=O)c1ccc(N2CCN(S(=O)(=O)c3cccc4nsnc34)CC2)cc1	-17	.	.

3 structures already listed, ordered by count of non-hydrogen atoms, highest first:
SMILES	Insulin prom inh	SDO1 yeast rescue	SDO1 yeast rescue Rescue 24 h
CN(C(=O)COC(=O)c1cc(-c2ccccc2Cl)nc2ccccc12)C1CCS(=O)(=O)C1 (configuration not stated)	33	1.5	1.2
O=C(COC(=O)CCC(=O)c1ccc(F)cc1)Nc1ccc(N2CCOCC2)cc1	.	0.15	-0.04
CC(=O)c1ccc(N2CCN(S(=O)(=O)c3cccc4nsnc34)CC2)cc1	-17	.	.

Screens from PubChem BioAssay.
